High-throughput results as filed in PubChem BioAssay.
3T3 cytotox – Cytotoxic Profiling in NIH 3T3 Cell Line of Diverse Libraries Using Quantitative High-Throughput Screening; NIH 3T3 viability, CellTiter-Glo ATP luminescence, 48-72 h; Potency, µM (top dose mostly 96.7 µM), for inactives: top-dose activity change, negative = cytotoxicity, most hits filed as inhibitors; 94,000 tested, 4.3% active; AID 1345082, 2018; further: potency means the concentration at half of the fitted maximal effect; nearly all actives have a fitted effect of over 55% in size
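First NIH 3T3 cells are plated at 400 cells/well; next compound is pinned in; then plates incubate 48 or 72 hr at 37 °C; finally CellTiter-Glo is added and luminescence read after 10 min.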
GPT2 inh – Primary qHTS assay for inhibitors of Glutamate pyruvate transaminase 2 (GPT2); Potency, µM (series often up to 57.7 µM), for inactives: at the highest dose activity change, negative = inhibition, hits mostly inhibitors; AID 1671188, 2021; 100,000 tested, 0.25% active; Recombinant GPT2, coupled pyruvate oxidase/HRP Amplex Red fluorescence; further: potency means the concentration at half of the fitted maximal effect; nearly all actives have a fitted effect of over 60% in size; many of its hits are not listed in these tables
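GPT2 10ng/uL, a-KG 250uM, L-Ala 2mM, HEPES pH7.5 + 0.0001% Tween; 30 min RT. Then Amplex mix (PO/HRP/ThPP), 30 min RT dark, fluorescence. AOA 50uM used as positive control.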
FLuc inh – Firefly luciferase inhibition profiling of diverse chemical library using quantitative high-throughput screening. 76,000 tested, 2.5% active. Potency, µM (top dose mostly 115 µM), without a hit: top-dose activity change, negative = inhibition, actives largely listed as inhibitors. purified P. pyralis luciferase, luminescence, biochemical. Luciferin 4-monooxygenase (Photinus pyralis), P08659. AID 1347043, 2019; further: potency means the concentration at half of the fitted maximal effect; nearly all actives have a fitted effect of over 65% in size
Target sequence (P08659 whole entry, looked up): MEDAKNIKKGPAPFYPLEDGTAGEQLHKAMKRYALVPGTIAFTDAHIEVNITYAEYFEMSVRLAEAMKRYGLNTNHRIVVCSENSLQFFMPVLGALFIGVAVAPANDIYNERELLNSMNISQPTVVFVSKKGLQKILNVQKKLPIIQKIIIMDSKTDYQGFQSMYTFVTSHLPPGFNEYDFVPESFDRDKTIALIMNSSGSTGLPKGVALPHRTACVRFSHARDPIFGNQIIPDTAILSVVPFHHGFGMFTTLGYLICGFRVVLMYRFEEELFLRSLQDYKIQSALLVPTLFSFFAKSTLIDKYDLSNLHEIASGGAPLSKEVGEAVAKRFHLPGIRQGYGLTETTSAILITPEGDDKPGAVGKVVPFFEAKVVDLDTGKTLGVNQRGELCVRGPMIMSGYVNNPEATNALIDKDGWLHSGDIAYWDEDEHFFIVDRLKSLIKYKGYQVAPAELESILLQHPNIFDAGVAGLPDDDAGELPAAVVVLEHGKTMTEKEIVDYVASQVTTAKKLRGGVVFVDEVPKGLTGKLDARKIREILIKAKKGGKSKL
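FLuc 10nM, D-luciferin 10uM, ATP 10uM, Mg acetate 10mM, Tris acetate pH 7.5, Tween/BSA; cpd qHTS; enzyme added last; CCD luminescence.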
SNCA expr inhib – Primary qHTS assay for inhibitors of alpha-synuclein gene (SNCA) expression. AID 1671194, 2021. 140,000 tested, 0.17% active. HEK-293 SNCA-luciferase knock-in, luminescence, 24 h. Potency, µM (series often up to 57.2 µM), for the others: at the highest dose activity change, negative = inhibition, actives largely listed as inhibitors;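 further: potency means the concentration at half of the fitted maximal effect; plate controls were DMSO cells for no effect and cell-free wells for full effect; nearly all actives have a fitted effect of over 45% in size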
IP6K1 inh – Primary qHTS assay for small molecule inhibitors of Inositol hexaphosphate kinase 1 (IP6K1); 140,000 tested, 0.81% active; Inositol hexakisphosphate kinase 1 (Homo sapiens), Q92551; IP6K1 kinase, ADP-Glo luminescence, 2 h; active compounds read low; activity change, % (series mostly up to about 58 µM); AID 1645851, 2021; in the data active means activity change below about -25%
Target sequence (Q92551 whole entry, looked up): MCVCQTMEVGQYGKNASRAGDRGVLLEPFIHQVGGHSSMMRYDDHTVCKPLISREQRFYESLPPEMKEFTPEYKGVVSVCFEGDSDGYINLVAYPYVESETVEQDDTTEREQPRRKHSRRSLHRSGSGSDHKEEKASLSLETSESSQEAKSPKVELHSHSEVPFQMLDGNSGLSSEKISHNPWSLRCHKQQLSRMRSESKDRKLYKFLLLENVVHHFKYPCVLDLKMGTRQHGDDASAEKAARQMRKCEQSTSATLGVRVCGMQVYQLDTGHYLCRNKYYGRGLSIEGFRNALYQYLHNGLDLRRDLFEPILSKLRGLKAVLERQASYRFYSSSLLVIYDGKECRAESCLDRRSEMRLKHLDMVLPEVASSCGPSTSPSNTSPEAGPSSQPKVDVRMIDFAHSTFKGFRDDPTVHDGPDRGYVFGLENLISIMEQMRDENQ
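ADP-Glo luminescence measures ADP made by human IP6K1 during a 2 h RT reaction with ATP/IP6 (mix at 1.3 mM/130 uM); top library doses 57.5 and 19.1 uM final.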
HEK cytotox – Cytotoxic Profiling in HEK 293 Cell Line of Diverse Libraries Using Quantitative High-Throughput Screening | HEK 293 viability, ATP luminescence (CellTiter-Glo), 48-72 h | Potency, µM (series often up to 115 µM), for the others: at the highest dose activity change, negative = cytotoxicity, most hits filed as inhibitors | 94,000 tested, 6.6% active; further: potency means the concentration at half of the fitted maximal effect; nearly all actives have a fitted effect of over 60% in size
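CellTiter-Glo luminescence (cellular ATP) was read after 48 or 72 hr of compound exposure at 37 degree Celsius. Cells were HEK 293 plated at 250 cells/well.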
HEK293 viab – GF-AFC viability counterscreen for inhibitors of alpha-synuclein gene (SNCA) expression; Potency, µM (titrated, usually from 57.1 µM), inactives show at the highest dose activity change, negative = cytotoxicity, hits mostly cytotoxic; 150,000 tested, 0.12% active; HEK-293-SNCA-luc viability, GF-AFC fluorescence, 24 h; AID 1671193, 2021;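 further: potency means the concentration at half of the fitted maximal effect; 0% = DMSO-treated cells and -100% = medium-only wells without cells; nearly all actives have a fitted effect of over 30% in size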
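HEK-293-SNCA-luc cells (1500/well) plated 24 h, then exposed 24 h to a dilution series; GF-AFC added 30 min at 37C, fluorescence 405/540 nm; normalised to medium-only and DMSO wells, Hill fit.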
Active calls of the source: *; i = inactive; ? = inconclusive; . = not tested or not shown; [ ] = dose if it differs, or a comment. Unless noted, the call rests on the fitted dose curve; in most records, active means well fitted curve in the direction sought with a large enough effect; inconclusive means small, poorly fitted or top-dose-only effect, or another doubt; inactive means no such curve, though single readings can be large; an effect the other way counts as inactive or inconclusive. Unless noted, on the % scale 0 is the no-effect control and ±100 the full control effect.

Molecule	3T3 cytotox	GPT2 inh	FLuc inh	SNCA expr inhib	IP6K1 inh	HEK cytotox	HEK293 viab
CC(C)CCNC1(Cc2cc(CN3CCOCC3)on2)COC1	2.9%[174 µM]	-4.8%[88.5 µM]	-5.3%[172 µM]	-0.7%[87.6 µM]	7.0	i	0.6%[87.6 µM]
CCCOc1ccc(C(=O)Nc2sc3c(c2C(=O)OCC)CCCCC3)cc1	.	.	.	-26.9%	-20.5	.	17.0%
COc1ccc(-c2cc3c(=O)n(CCNC(=O)Cc4ccsc4)ccn3n2)cc1	?	?	11.2µM*	-19.6%	-7.4	?	?
Cc1c(Cl)cccc1-n1ncc(C(=O)N2CCc3ccccc3C2)c1C1CCN(C(=O)OC(C)(C)C)CC1	.	.	.	22.4µM*	-15.0	.	4.5%
CC1(C)C(=O)N2c3ccccc3[C@]3(CC(n4cnc5ccccc5c4=O)C(=O)O3)[C@H]2N1O (stereo partly drawn)	.	i	.	.	-1.7	.	-17.7%[23.9 µM]
CC(Oc1ccccc1)C(=O)N1CCN(C(=O)c2nnn3c2COC(c2ccc(Cl)cc2)C3)CC1 (stereo not drawn)	-24.7%	2.8%	5.5%	-9.9%	10.1	?	-17.6%
COc1ccc(NC(=O)CCCN2C(=O)C(c3ccccc3)Oc3cccnc32)cc1OC (stereo not drawn)	.	.	.	2.6%	8.4	.	-13.1%
Cc1nc2ccc(C(=O)N[C@@H]3CCOC[C@H]3Oc3ccccn3)cc2s1	-28.2%	i	-5.1%	6.5%	-6.1	-2.5%	-15.3%
COc1ccc(CCC(=O)N2CCCCCCNC(=O)[C@@H]3CCC[C@@H]32)cc1	1.7%	?	6.5%	-2.7%	-10.5	1.6%	1.1%
CC(C)CN1C(=O)CO[C@H](c2ccc(NC(=O)C3CCC3)cc2)[C@H]1CO	-19.0%[138 µM]	i	-0.2%[172 µM]	-12.3%[87.6 µM]	-4.1	-29.4%[172 µM]	5.2%[87.6 µM]
CC1=C2CC3OC3(C)CCC3OC3(C)CC2OC1=O (stereo not drawn)	.	4.4%	.	.	0.6	.	4.1%
O=C(c1cccc(Cl)c1)N1CCN(CCCn2nc3n(c2=O)CCCC3)CC1	-25.3%	.	.	.	2.7	-2.2%	.
COc1cc(C(=O)N2CCC(n3c(=O)[nH]c4ccccc43)CC2)nc2ccccc12	?	i	.	-12.0%	-14.9	?	-18.1%
Cc1cc(C)cc(C(=O)N2CCCC3(C2)NC(=O)N(Cc2ccc(Cl)cc2)C3=O)c1 (stereo not drawn)	?	-10.7%	2.6%	-21.1%	12.1	?	-6.5%
CCOc1ccc(NC(=O)Cn2c(=O)c(-c3noc(CC)n3)c3n(c2=O)CCCC3)cc1	-15.6%	1.4%	-5.1%	-2.1%	1.3	0.0%	1.2%
COc1ccccc1C(=O)Nc1cccc(OCc2cc(=O)n3c4c(sc3n2)CCCC4)c1	.	.	.	40.1%[activator]	-12.2	.	-18.9%
CC(C)NC(=O)C1CCN(c2nccc(Nc3ccccc3F)n2)CC1	?	1.9%	.	-9.0%	-5.2	?	6.3%
COc1ccccc1C(=O)Nc1ccc(-c2cc(C(F)(F)F)nn2-c2ccccc2)cc1	.	.	.	-12.0%	48.7	.	-17.5%
CC1=C[C@@H](CNC(=O)CCCC(=O)O)[C@H](C(C)C)C[C@H]1Cc1nc2ccc(C)cc2[nH]1	-1.6%[174 µM]	-4.7%[88.5 µM]	-17.4%[172 µM]	13.1%[87.6 µM]	-1.1	-20.5%[172 µM]	-22.1%[87.6 µM]
NCCCC(=O)N1CCC2(CC1)CN(C(=O)Cc1ccc(Cl)cc1)CCO2	?	0.1%	.	11.2%	-10.2	i	-3.4%
O=C1CCN(C(=O)c2ccccc2)CCCC(C(=O)N2CCN(Cc3ccccc3F)CC2)CCN1 (stereo not drawn)	i	0.8%	0.8%	-0.6%	-2.2	3.8%	2.4%
COc1cc(CN(C(=O)COc2ccc(F)cc2)c2ccccn2)cc(OC)c1OC	.	.	.	1.6%	15.8	.	0.4%
N#Cc1c(C(F)(F)F)cc(-c2cccs2)nc1SCC(=O)Nc1cccc(Br)c1	.	.	.	?	2.1	.	-6.4%
Cc1ccc(CC(=O)N2CCC[C@H]2c2nc(-c3ccccc3Cl)no2)cc1	?	i	-9.4%	-19.1%	6.5	?	-19.6%
COCc1cc([C@H]2N[C@@](C)(C(=O)OC)[C@H]3C(=O)N(C)C(=O)[C@@H]23)ccc1OC	-5.3%	?	4.4%	4.1%	2.7	3.0%	6.9%

3 entries drawn at random from the list so far, as already listed:
Molecule	3T3 cytotox	GPT2 inh	FLuc inh	SNCA expr inhib	IP6K1 inh	HEK cytotox	HEK293 viab
Cc1nc2ccc(C(=O)N[C@@H]3CCOC[C@H]3Oc3ccccn3)cc2s1	-28.2%	i	-5.1%	6.5%	-6.1	-2.5%	-15.3%
COCc1cc([C@H]2N[C@@](C)(C(=O)OC)[C@H]3C(=O)N(C)C(=O)[C@@H]23)ccc1OC	-5.3%	?	4.4%	4.1%	2.7	3.0%	6.9%
CC1=C2CC3OC3(C)CCC3OC3(C)CC2OC1=O (stereo not drawn)	.	4.4%	.	.	0.6	.	4.1%

The list goes on:
Molecule	3T3 cytotox	GPT2 inh	FLuc inh	SNCA expr inhib	IP6K1 inh	HEK cytotox	HEK293 viab
COc1ccccc1-c1cccc(C(=O)N2CCC[C@H]2C(=O)NC2CC2)c1	-1.0%	i	.	-3.1%	-7.0	2.8%	-1.0%[12.5 µM]
Cn1nc(C(=O)N2CCn3nc(Cc4ccccc4)cc3C2)ccc1=O	-30.4%	-11.7%	-0.1%	-9.0%	-3.4	-19.5%	-2.5%
Cc1cccc(C(=O)NNc2ncnc3c2cnn3-c2ccc(C)c(Cl)c2)c1	.	.	.	76.8%[activator]	23.0	.	-4.2%
COCCn1ccnc1CN1CCn2nc(C(O)C3CC3)cc2C1 (stereo not drawn)	-13.8%	-7.9%	0.8%	4.1%	13.5	-12.0%	3.2%
CN1CC2(CCN(C(=O)NCc3ccc(F)cc3)CC2)CC1C(=O)N1CCOCC1 (stereo not drawn)	0.8%	-8.1%	-0.3%	-11.4%	-7.0	0.1%	11.8%
O=C(C1CCCN(c2nccc(Nc3ccccc3F)n2)C1)N1CCOCC1 (stereo not drawn)	-25.8%	i	.	4.7%	-0.6	?	-5.6%[12.5 µM]
O=C(Nc1ccccc1C(=O)Nc1ccc(CCO)cc1)c1ccc([N+](=O)[O-])cc1	.	0.3%	.	.	2.2	.	-22.8%
Cc1ccccc1[C@H]1C[C@@H](O)[C@@H](O)[C@@H]1NS(=O)(=O)c1ccc(C#N)cc1	-13.2%[174 µM]	i	7.6%[172 µM]	3.7%[87.6 µM]	9.6	-30.7%[172 µM]	-1.0%[87.6 µM]
CCCNC(=O)NC[C@@H]1C=C(C)[C@H](Cc2nc3ccc(OC)cc3[nH]2)C[C@H]1C(C)C	39.8µM*	-11.3%[88.5 µM]	-4.5%[172 µM]	?	-2.5	?	28.2µM*
COc1ccc(C(=O)NC(C(=O)NCC(C)C)C2CCN(C(=O)c3ccccc3F)CC2)cc1 (stereo not drawn)	-19.7%	?	-5.9%	-0.4%	-2.3	-20.3%	-7.4%
CCc1ccc(NC(=O)Cn2ncc3c(C)n(Cc4cccc(Cl)c4)c(C)c3c2=O)cc1	.	.	.	-15.0%	22.5	.	3.1%
C#CCNC(=O)C1CCc2nnc(-c3cccc(C(F)(F)F)c3)n21 (stereo not drawn)	-29.4%[138 µM]	i	.	16.5%[87.6 µM]	24.3	-5.8%[172 µM]	12.7%[87.6 µM]
COC(=O)c1cnn2c(C)c(Cc3c(C)cc(C)cc3C)c(C)nc12	.	.	.	61.1%[activator]	44.7	.	-2.9%
Cc1cc(-c2ccccc2)nc2cc(C(=O)Nc3ccc(Cl)c(Cl)c3)nn12	.	.	.	46.4%[activator]	17.3	.	-7.8%
O=C(Cn1cc(C(=O)c2ccncc2)c(=O)c2cc(F)ccc21)Nc1ccc(Cl)cc1	.	.	.	-30.7%	-0.7	.	?
Cc1cc(C)cc(C(=O)N2CC(C(=O)NCCc3ccncc3)C3(CCOCC3)C2)c1 (stereo not drawn)	-3.0%	4.2%	5.2%	11.5%	15.3	-18.2%	?
CCN1CC(c2ccccc2)CC2(CCN(C(=O)c3cnn(C)c3)CC2)C1 (stereo not drawn)	i	i	12.4%	4.8%	7.9	i	-2.3%
O=C(c1ccc(F)cc1)N1CCCC(C(=O)N2CCC(N3CCOCC3=O)CC2)C1 (stereo not drawn)	-26.5%	i	.	22.4%	-2.7	3.7%	2.0%
CC(=O)NC(C(=O)O[C@H]1CCC(C)(C)[C@@H]2CC=C3C(=O)OCC3(O)[C@@]12C)C(C)C (stereo partly drawn)	.	?	.	.	-6.3	.	-22.6%
CCS(=O)(=O)N1C[C@@H](COC)[C@H](C(=O)NC)C1	i	i	-8.7%	-6.2%	-0.6	i	-8.1%
COc1ccc(NC(=O)Cn2c(-c3ccccc3)nc(C)c(CCO)c2=O)cc1OC	?	i	-0.8%	10.8%	-1.9	?	?
COCCCNc1cc(-c2ccsc2)nc2c(C)noc12	?	-0.3%[88.5 µM]	10.9%[172 µM]	-13.6%[87.6 µM]	-13.0	-25.3%[172 µM]	-4.1%[87.6 µM]
COCC(=O)NC1CCN(c2nccc(Nc3ccccc3Cl)n2)CC1	?	1.2%	.	?	-8.0	?	10.8%
CCCC(O)CN1CCC(=O)N(CC2CC2)Cc2cc(OC)ccc21 (stereo not drawn)	-23.7%	.	.	.	-10.1	?	.
Cc1ccccc1CNC(=O)[C@@]12CCCC[C@H]1N(C)C(=O)CC2	i	-4.4%	4.6%	4.9%	-16.3	i	-4.2%
CCC(O)C(C)C1CCC(C(C)C(=O)O)O1 (stereo not drawn)	.	i	.	.	-3.4	.	-0.6%

A portion of the library. The share of hits here may be higher or lower than overall.
